# TrxR1 substrate: qHTS Assay for Substrates of Mammalian Selenoprotein Thioredoxin Reductase 1 (TrxR1): qHTS. Thioredoxin reductase 1, cytoplasmic (Rattus norvegicus), O89049. purified TrxR1 substrate turnover, NADPH consumption readout. Potency, µM (doses to about 114 µM), for the others: top-dose activity change, negative = substrate turnover. hit rate 0.01% among 390,000. AID 588456, 2011; note: % is set by controls: 0 for no effect and ±100 for the full control effect; nearly all actives have a fitted effect of over 50% in size
# Target sequence (O89049 whole entry, looked up): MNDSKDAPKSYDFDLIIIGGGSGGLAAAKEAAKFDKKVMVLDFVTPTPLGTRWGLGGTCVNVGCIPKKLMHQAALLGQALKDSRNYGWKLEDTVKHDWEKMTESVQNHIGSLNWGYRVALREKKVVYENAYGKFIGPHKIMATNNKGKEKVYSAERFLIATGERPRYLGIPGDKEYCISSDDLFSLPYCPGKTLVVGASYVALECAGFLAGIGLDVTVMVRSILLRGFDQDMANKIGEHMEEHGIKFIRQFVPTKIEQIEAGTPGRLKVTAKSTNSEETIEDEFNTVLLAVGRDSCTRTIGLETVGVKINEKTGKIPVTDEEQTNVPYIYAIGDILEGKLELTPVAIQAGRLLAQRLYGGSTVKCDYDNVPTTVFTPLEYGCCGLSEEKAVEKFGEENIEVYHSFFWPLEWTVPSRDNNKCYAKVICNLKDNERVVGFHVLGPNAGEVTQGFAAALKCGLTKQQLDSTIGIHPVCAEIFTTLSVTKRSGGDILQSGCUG
#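 Rat TrxR1, dispensed at 90 nM, was prereduced with 400 uM NADPH (final) for 5 min at ~22 deg C, then incubated with compound 15 min before 400 uM selenite. A first-read NADPH fluorescence drop versus no-compound background flagged substrates.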
# rTrxR1 inhibitor: qHTS Assay for Inhibitors of Mammalian Selenoprotein Thioredoxin Reductase 1 (TrxR1): qHTS; recombinant rTrxR1, NADPH fluorescence consumption, selenite substrate; Thioredoxin reductase 1, cytoplasmic (Rattus norvegicus), O89049; AID 588453, 2011; Potency, µM (series often up to 114 µM), for the others: at the highest dose activity change, negative = inhibition, usual class: inhibitors; hit rate 1% among 390,000; note: % is set by controls: 0 for no effect and ±100 for the full control effect; nearly all actives have a fitted effect of over 65% in size
#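 Rat TrxR1 (90 nM in the dispensed reagent) was pre-reduced with 400 uM NADPH for 5 min at room temperature, then incubated with compound for 15 min. After 400 uM selenite was added, NADPH fluorescence (Ex 340/Em 450 nm) was followed for 8 min.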
# RXFP1 agonist: qHTS Assay for Agonists of the Relaxin Receptor RXFP1. HEK293T-RXFP1 cAMP TR-FRET, 30 min; response scale: percent of porcine relaxin response, buffer zero. Relaxin receptor 1 (Homo sapiens), Q9HBX9. hit rate 0.3% among 370,000. Potency, µM (top dose mostly 57.5 µM), without a hit: top-dose activation, hits mostly activators; note: % is set by controls: 0 for no effect and ±100 for the full control effect; nearly all actives have a fitted effect of over 60% in size; many of its hits are not listed in these tables
#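 HEK293 cells stably expressing RXFP1, treated 30 min at 37C with compounds plus PDE4 inhibitor Ro 20174; cAMP measured by HTRF TR-FRET. Normalized to buffer and 29 nM porcine relaxin; EC50 by Hill fit.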
# RGS4 inhibitor: Inhibitors of Regulator of G Protein Signaling (RGS) 4: qHTS | Transcreener GDP fluorescence polarization, RGS4-accelerated GTP hydrolysis | Regulator of G-protein signaling 4 (Homo sapiens), P49798 | Potency, µM (titrated, usually from 114 µM), without a hit: top-dose activity change, negative = inhibition, actives largely listed as inhibitors | hit rate 0.039% among 390,000; note: % is set by controls: 0 for no effect and ±100 for the full control effect; nearly all actives have a fitted effect of over 75% in size; some results filed as inactive show a strong effect at the top dose
# Target sequence (P49798 whole entry, looked up): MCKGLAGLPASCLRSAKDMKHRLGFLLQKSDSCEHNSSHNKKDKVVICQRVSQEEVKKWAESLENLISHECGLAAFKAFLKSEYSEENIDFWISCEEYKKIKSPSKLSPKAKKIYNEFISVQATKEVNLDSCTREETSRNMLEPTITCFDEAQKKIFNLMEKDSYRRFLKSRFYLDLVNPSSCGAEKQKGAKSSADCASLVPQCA
#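 MLSMR compounds (23 nl, pin-transferred) preincubated 10 min at room temperature with a 500nM (2x) first reagent, then RGS4 at 900nM (2x) plus Transcreener GDP mix added; fluorescence polarization (620/688 nm) read before and after 90 min at 30 °C.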
# Vif-A3G inh: qHTS for Inhibitors of Vif-A3G Interactions: qHTS; DNA dC->dU-editing enzyme APOBEC-3G (Homo sapiens), Q9HC16; HeLa A3G-eYFP + Vif (tagged APOBEC3G with the HIV-1 protein that degrades it), YFP fluorescence, overnight; Potency, µM (titrated, usually from 46.1 µM), for the others: at the top dose activity, negative = active, hits mostly inhibitors; hit rate 0.076% among 410,000;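 note: % is set by controls: 0 for no effect and ±100 for the full control effect; nearly all actives have a fitted effect of over 60% in size; hits raise eYFP signal because A3G escapes Vif-driven loss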
# Target sequence (Q9HC16 whole entry, looked up): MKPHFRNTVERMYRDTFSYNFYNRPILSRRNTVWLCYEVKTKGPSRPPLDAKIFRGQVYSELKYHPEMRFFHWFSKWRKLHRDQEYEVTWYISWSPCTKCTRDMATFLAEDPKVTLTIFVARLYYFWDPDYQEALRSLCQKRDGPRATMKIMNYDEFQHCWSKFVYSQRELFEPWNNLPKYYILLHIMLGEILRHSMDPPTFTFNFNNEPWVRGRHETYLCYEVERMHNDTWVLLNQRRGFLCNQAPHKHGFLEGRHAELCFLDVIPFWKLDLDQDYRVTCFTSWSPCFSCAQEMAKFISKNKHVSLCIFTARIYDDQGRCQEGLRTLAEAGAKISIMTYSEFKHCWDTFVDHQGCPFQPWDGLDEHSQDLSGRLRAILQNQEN
#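 HeLa cells stably expressing Vif and C-terminally eYFP-tagged A3G, seeded overnight at 37 deg C, then exposed to compound by pintool overnight at 37 deg C. Rise in yellow fluorescence (Ex 488/Em 500-530, Acumen) marks blocked Vif-driven A3G degradation.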
# USP1-UAF1 inh: Inhibitors of USP1/UAF1: Primary Screen; hit rate 0.23% among 390,000; Potency, µM (top dose mostly 57.1 µM), for the others: at the highest dose activity change, negative = inhibition, hits mostly inhibitors; Ubiquitin carboxyl-terminal hydrolase 1 (Homo sapiens), O94782; recombinant USP1/UAF1, Ub-Rhodamine cleavage fluorescence; note: % is set by controls: 0 for no effect and ±100 for the full control effect; nearly all actives have a fitted effect of over 60% in size; inactives centre near -12
#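 USP1/UAF1 complex (1 nM) preincubated 15 min at room temperature with compound, then Ub-Rho substrate (150 nM final) added. Kinetic fluorescence at 480/540 nm over 6 reads at 60 s intervals; 50 mM HEPES pH 7.8, 0.5 mM EDTA, 0.1 mg/ml BSA, 1 mM TCEP, 0.01% Tween-20.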
# Vif-APOBEC3F blk: qHTS for Inhibitors of Vif-A3F Interactions: qHTS | Potency, µM (top dose mostly 46.1 µM), without a hit: at the highest dose activity, negative = active | HeLa A3F-eYFP + Vif (tagged APOBEC3F with the HIV-1 protein that degrades it), YFP fluorescence increase | AID 602313, 2012 | hit rate 0.2% among 390,000; note: % of control where 0% means no effect; nearly all actives have a fitted effect of over 65% in size
#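 Fluorescence increase (Ex 488/Em 500-530) after overnight compound treatment at 37 deg C flags inhibition of Vif-driven A3F-eYFP loss in stable HeLa A3F-eYFP/Vif cells seeded overnight beforehand.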
# ALOX12 inh: Primary qHTS assay for inhibitors of human arachidonate 12S-lipoxygenase (ALOX12): Round 2. Polyunsaturated fatty acid lipoxygenase ALOX12 (Homo sapiens), P18054. purified 12hLO, xylenol orange hydroperoxide absorbance. Potency, µM (titrated, usually from 108 µM), without a hit: at the top dose activity change, negative = inhibition, hits mostly inhibitors. hit rate 1.1% among 580,000. AID 1671190, 2021; note: % is set by controls: 0 for no effect and ±100 for the full control effect
#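 Hydroperoxide product was detected by ferrous iron/xylenol orange as the 573 to 405 nm absorbance ratio. Arachidonic acid at 40 uM (final) was turned over for 30 min at room temperature by 150 nM human 12hLO, pH 7.0 Hepes buffer, after 15 min compound preincubation.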
# IDH1 R132H inh: qHTS for Inhibitors of mutant isocitrate dehydrogenase 1 (IDH1): qHTS; hit rate 0.093% among 390,000; AID 602179, 2012; Isocitrate dehydrogenase [NADP] cytoplasmic (Homo sapiens), O75874; IDH1-R132H enzyme, NADPH consumption, diaphorase/resazurin fluorescence; Potency, µM (series often up to 76.6 µM), without a hit: top-dose activity change, negative = inhibition, hits mostly inhibitors; note: % is set by controls: 0 for no effect and ±100 for the full control effect; nearly all actives have a fitted effect of over 65% in size
#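 IDH1-R132H (0.5 ug/mL) preincubated 30 min with compound, then NADPH (0.016 mM) and alpha-KG (2 mM) added; 80 min at RT, pH 7.5. Remaining NADPH coupled via diaphorase/resazurin to fluorescence (540/590 nm); concentration-response curves normalized to no-enzyme control.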
# An asterisk follows results filed as active; u = inconclusive; x = not tested or not shown; [ ] = dose if it differs, or a comment. Calls come from the whole dose curve; as a rule, active = well fitted curve in the direction sought with a large enough effect; inconclusive = small, poorly fitted or top-dose-only effect, or another doubt; inactive = no such curve, though single readings can be large; an effect the other way counts as inactive or inconclusive. Potency is the fitted concentration of half-maximal effect. These rows are one share of the data (hit frequency here may not be typical).
# Values in the order: TrxR1 substrate	rTrxR1 inhibitor	RXFP1 agonist	RGS4 inhibitor	Vif-A3G inh	USP1-UAF1 inh	Vif-APOBEC3F blk	ALOX12 inh	IDH1 R132H inh
COc1cc(C2NC(=O)NC(C)=C2C(C)=O)cc(OC)c1OC (stereo not drawn)
  -10%[57.1 µM]	3%[57.1 µM]	0.2%	-27%	1%	-12%	12%	-1%	1%
CCc1ccccc1NC(=O)CCc1nc(-c2ccc(C)cc2)no1
  -2%	8%	1.6%	-39%	0%	-13%	-10%	88%[activator]	0%
COc1ccc(C2=NOC(C(=O)NCc3ccco3)C2)cc1 (stereo not drawn)
  7%	16%	0.4%	-20%	u	4%	-22%	17%	-1%
CCOC(=O)c1cccc(N2C(=O)C3C(C(=O)NC4CC4)C4(C)C=CC3(O4)C2C(=O)NC(C)(C)C)c1 (stereo not drawn)
  22%[57.1 µM]	18%[57.1 µM]	2.9%	-20%	-1%	-19%	-4%	-15%	9%
CC(CCc1ccccc1)NC(=O)COC(=O)CC1CC2CCC1C2 (stereo not drawn)
  -16%	-14%	0.0%	1%	-6%	-10%	5%	-3%	6%
COC(=O)c1ccccc1NC(=O)CCc1c(C)nc2cc(-c3ccc(Cl)cc3)nn2c1C
  11%	30%	-0.1%	-10%	0%	-8%	-4%	-18%	-7%
COc1ccc(NS(=O)(=O)c2ccc3[nH]c4c(c3c2)CCCC4)cc1Cl
  1%	13%	3.7%	-3%	-18%	-19%	-21%	u	-9%
O=C(COC(=O)c1ccc(F)cc1)Nc1ccccc1N1CCOCC1
  7%	11%[57.1 µM]	0.8%	-34%[11.4 µM]	-4%	-18%	1%	-4%	0%
CCc1ccccc1NC(=O)CSc1nc2ccccc2nc1N1CCOCC1
  -9%	-15%[57.1 µM]	6.0%	33%	2%	1%	2%	9%	-2%
c1ccc(CN2CCN(C3CCCSc4ccccc43)CC2)cc1 (stereo not drawn)
  -5%[57.1 µM]	-10%[57.1 µM]	x	7%	-1%	-7%	-6%	u	3%
O=C(Nc1ccc(OCc2cc(=O)n3c4c(sc3n2)CCCC4)cc1)c1cccc(F)c1
  4%	10%	u	5%	-1%	-26%	2%	-11%	-7%
O=C(NCc1ccccc1Cl)C1CCC(CNS(=O)(=O)c2ccc(Cl)cc2)CC1 (stereo not drawn)
  -2%[57.1 µM]	23%[57.1 µM]	1.1%	-6%	-1%	u	1%	-14%	-12%
CCOC(=O)c1sc(NC(=O)CCCn2nc([N+](=O)[O-])cc2C)c(C(=O)OCC)c1C
  -16%	-8%	0.3%	9%	-1%	-6%	-2%	-7%	2%
CN(CC(=O)Nc1ccc(F)cc1)C(=O)c1cc(-c2cccs2)nn1-c1ccccc1
  -6%	0%	7.1%	-9%	2%	u	9%	-3%	-4%
O=C(Nc1nc2c(s1)CCCC2)c1cc(-c2ccccc2)nc2ccccc12
  -6%	-4%	-1.7%	-1%	-8%	-19%	5%	-13%	2%
CC1=C(C(=O)Nc2cccc(C(=O)NC3CCCC(C)C3C)c2)SCCO1 (stereo not drawn)
  0%	23%	-0.9%	-42%[56.9 µM]	1%	-25%	0%	-1%	0%
COc1ccc(Cl)cc1NC(=O)CCn1nc(C)cc1C
  -1%[57.1 µM]	8%[57.1 µM]	-1.3%	-22%	0%	-17%	-2%	-14%	0%
Cc1ccccc1OCC(=O)Nc1nnc(SCc2cc(=O)n3cccc(C)c3n2)s1
  2%[57.1 µM]	10%[57.1 µM]	4.0%	-20%	-3%	3%	-4%	2%	6%
Cc1cc(NC(=O)CSc2nc3cc(Cl)ccc3c(=O)n2C(C)C)no1
  -2%	-2%	2.2%	9%	2%	-3%	-13%	1%	1%
Cn1c(=O)c(C(=O)CCl)c(N)n(Cc2ccccc2)c1=O
  11%[57.1 µM]	u	-1.1%	-3%	-12%	19%	3%	u	-13%
CCc1ccc(NS(=O)(=O)c2cccc3nsnc23)cc1
  -8%	-9%	-1.6%	-1%	-1%	-32%	3%	u	-7%
CCCCN(C(=O)CSc1ncn[nH]1)c1c(N)n(Cc2ccccc2)c(=O)[nH]c1=O
  3%	28%	-1.4%	20%	1%	0%	-10%	13%	-19%
CC(C)(O)C#Cc1ccc(C(=O)N2CCC(CCC(=O)NC3CC3)CC2)cc1
  3%	1%	-0.4%	19%	-4%	-17%	-1%	-7%	-1%
CCOC(=O)c1[nH]c(C)c(C(=O)NCc2ccccn2)c1C
  4%	18%	0.5%	35%	0%	-9%	0%	-2%	9%
COc1ccc(NC(=O)Nc2ccccc2F)cc1Cl
  5%	43%[activator]	-1.3%	-21%	-8%	-15%	-5%	-16%	5%
CCCCN(CCCC)Cc1ccc(C(=O)NN)o1
  2%	20%	0.2%	-15%	2%	-21%	2%	2%	9%
Cc1cc(NC(=S)NC(=O)/C=C/c2ccc(S(=O)(=O)N3CCOCC3)cc2)ccc1Br
  -1%	34%	-0.1%	6%	-14%	-14%	0%	u	-6%
Cc1cc(NC(=O)Cc2ccccc2C)no1
  5%	36%[activator]	-0.1%	-6%	8%	-18%	0%	u	10%
COCCOC1CCN(C(=O)C2CCC(=O)N(CCc3ccccc3)C2)CC1 (stereo not drawn)
  5%	6%	-3.1%	2%	0%	-6%	1%	15%	-1%
O=C1CCC(C(=O)NCCCn2ccnc2)N1 (stereo not drawn)
  9%	14%	-0.7%	2%	-1%	-10%	-3%	-16%	-1%
CC(=O)N1c2ccc(S(=O)(=O)NCCC(=O)Nc3ccc(C)c(Cl)c3)cc2CC1C (stereo not drawn)
  -3%	6%	0.3%	-9%	2%	-22%	-4%	-11%	0%
CCCCn1c(-c2nn(C)cc2Cl)n[nH]c1=S
  -10%	-29%	2.3%	-15%	1%	-1%	-1%	u	10%
O=C(CCCN1C(=O)c2cccc3cccc(c23)C1=O)NCc1cccnc1
  21%[57.1 µM]	5%[57.1 µM]	19%	-9%	8%	-15%	0%	0%	4%
COc1cc(C(=O)NCc2nnc(SCC(=O)Nc3cccc(C(F)(F)F)c3)o2)cc(OC)c1OC
  -5%	14%	-2.8%	-27%	-1%	-11%	-3%	-24%	0%
CC(OC(=O)Cn1[nH]c(=O)c2ccccc2c1=O)C(=O)Nc1ccc(F)cc1Cl (stereo not drawn)
  0%	7%	1.5%	-9%	-2%	-4%	4%	u	7%
COc1ccccc1C(=O)Nc1ccc(Br)cc1C
  -4%[57.1 µM]	24%[57.1 µM]	-2.0%	-27%	-4%	-10%	13%	-8%	5%
CC(C)CC(NC(=O)C(COCc1ccccc1)NC(=O)OC(C)(C)C)C(=O)NN (stereo not drawn)
  -1%	9%	1.6%	-43%[56.9 µM]	2%	-20%	5%	8%	7%
CCc1ccc(C(C)NC(=O)COC(=O)c2ccc(-n3cnnn3)cc2)cc1 (stereo not drawn)
  1%	19%	x	1%	5%	-9%	0%	21%	-1%
O=C(CN1CCCCC1)N1c2ccccc2Oc2ccccc21
  8%	20%	1.0%	-6%	2%	-17%	3%	0%	3%
COc1cccc(/C=N/n2cnc3cc(C)c(C)cc32)c1OC
  0%[57.1 µM]	12%[57.1 µM]	0.1%	-20%	-3%	-11%	5%	u	8%
Cc1noc(C)c1CSc1nnc(-c2cccnc2)n1C1CCCCC1C (stereo not drawn)
  -1%	8%	1.9%	16%	1%	-15%	1%	0%	4%
O=C(OCc1ccccc1C(F)(F)F)c1cc([N+](=O)[O-])ccc1N1CCOCC1
  -12%	7%	-1.9%	-4%	-10%	-21%	-5%	0%	-1%

# Single records, as listed above:
# CCc1ccc(C(C)NC(=O)COC(=O)c2ccc(-n3cnnn3)cc2)cc1 (stereo not drawn) is entered as TrxR1 substrate = 1%; rTrxR1 inhibitor = 19%; RXFP1 agonist = x; RGS4 inhibitor = 1%; Vif-A3G inh = 5%; USP1-UAF1 inh = -9%; Vif-APOBEC3F blk = 0%; ALOX12 inh = 21%; IDH1 R132H inh = -1%
# COc1cc(C(=O)NCc2nnc(SCC(=O)Nc3cccc(C(F)(F)F)c3)o2)cc(OC)c1OC is entered as TrxR1 substrate = -5%; rTrxR1 inhibitor = 14%; RXFP1 agonist = -2.8%; RGS4 inhibitor = -27%; Vif-A3G inh = -1%; USP1-UAF1 inh = -11%; Vif-APOBEC3F blk = -3%; ALOX12 inh = -24%; IDH1 R132H inh = 0%
